Source: PubChem (several laboratories)
S1P3 antagonist – S1P3 receptor antagonists, primary screen, cell-based. 170,000 tested, 0.27% active. CHO S1P3 NFAT-BLA reporter, FRET fluorescence, antagonist mode. Sphingosine 1-phosphate receptor 3 (Homo sapiens), Q99500. inhibition, % at 4.98 µM;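 active means inhibition above the plate cutoff, the mean inhibition of test wells on that plate plus 3 SD, cut at about 28% in these data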;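 further: cells challenged with S1P at its EC80 of 0.8 µM; blue over green emission ratio from cleaved BLA substrate after 4 h stimulation; 0% = S1P-stimulated wells and 100% = unstimulated DMSO-only wells; some compounds past the cut are filed as inactive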
PMI act satM6P – human PMI activators, high substrate, primary screen, biochemical, fluorescence intensity, near-saturating mannose 6-phosphate. AID 1216, 2008. Mannose-6-phosphate isomerase (Homo sapiens), P34949. 190,000 tested, 0.34% active. coupled PMI enzyme assay, resazurin fluorescence, 20 min; active compounds read high; 1 = untreated enzyme, 0 = substrate-free blank. activation factor at 20 µM;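 active means activation factor of 2 or more at 20 µM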
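Test system: human PMI in coupled enzyme assay; Input: PMI at 15 ng/mL final; Medium: HEPES buffer, pH 7.4; Schedule: 20 min incubation at room temperature; Technique: resorufin fluorescence at Ex 544/Em 590 nm; Compound: 20 µM single dose; Probe or stimulus: Near-saturating mannose-6-phosphate, 1.0 mM.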
Hsp70 act – Hsp70 transcriptional activators, primary screen, cell-based, HeLa, Hsp70 promoter luciferase, luminescence, 10 µM | HeLa Hsp70 promoter luciferase reporter; scaled: vehicle 0, proteasome-inhibitor control 100% | activation, % at 10 µM | 200,000 tested, 0.04% active | AID 1203, 2008;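 active means activation above the mean across all tested compounds plus 3 SD, cutoff set per campaign, cut at about 5.5% in these data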;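 further: 100% = MG132 at 30 µM as the positive control and 0% = DMSO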
G6PDH counter – L. mesenteroides G6PDH inhibitors, counter-screen for G6PDH-coupled screening assays, biochemical, Leuconostoc mesenteroides enzyme. glucose-6-phosphate dehydrogenase [Leuconostoc mesenteroides]. Purified L. mesenteroides G6PDH, diaphorase/resazurin coupled fluorescence, 45 min. inhibition, % at 5 µM. 200,000 tested, 0.12% active. AID 1020, 2008
Diaphorase inh – diaphorase inhibitors and chemical oxidizers, primary screen, counter-screen for diaphorase-coupled primary assays, biochemical, uHTS, resorufin fluorescence; diaphorase resazurin-to-resorufin fluorescence, NADH, 16 min; bacterial (C. kluyveri) enzyme, not human; inhibition, % at 20 µM; 190,000 tested, 0.69% active; AID 1217, 2008;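 active means primary screen inhibition at 20 µM above a set limit, cut at about 50% in these data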;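 further: plate controls were DMSO with full reaction for no effect and wells lacking NADH for full effect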
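Test system: diaphorase enzyme from Clostridium kluyveri; amount: diaphorase at 0.14 U/mL in enzyme working solution; detection: fluorescence of resorufin formed from resazurin, Ex 544/Em 590 nm; times: reaction incubation of 16 min at room temperature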
Lmaj promast – Leishmania major promastigote growth inhibition, primary screen; AID 1063, 2008; 200,000 tested, 9% active; Leishmania major promastigotes, resazurin fluorescence viability; inhibition, % at 10 µM;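 further: promastigotes grown with compound for 44 hours at 28 °C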
PMI act – activators of human PMI, primary screen, biochemical, fluorescence intensity, near-Km mannose 6-phosphate. Mannose-6-phosphate isomerase (Homo sapiens), P34949. purified human PMI, coupled resazurin fluorescence, 20 min; active compounds read high; 1 = vehicle control, 0 substrate-free wells. activation factor at 20 µM. 190,000 tested, 0.005% active;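 active means activation factor of 2 or more at 20 µM, relative to plate controls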
DTT redox prof – compounds producing H2O2 with reducing agent – biochemical, NIH compound library profiling, artefact control for MLSCN library redox annotation, primary screen | DTT-dependent redox cycling H2O2, phenol red/HRP absorbance; 100% = 100 µM peroxide control, 0% = buffer | activation, % at 10 µM | 200,000 tested, 0.03% active | AID 878, 2007;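 active means activation of at least 50% relative to the plate's high and low controls in the primary single-dose screen; inactive means activation below 50%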;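 further: compound incubated with DTT at 0.8 mM final as the reducing agent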
RAM network inh – inhibitors of the yeast RAM network, primary screen, dse1pr::URA3 reporter, 5-FOA selection; S. cerevisiae dse1pr::URA3 reporter, 5-FOA growth OD615, 2 d; analog-sensitive cbk1-as2 kinase mutant strain; inhibition, % at 50 µM; 190,000 tested, 1.8% active; AID 868, 2007;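 active means inhibition above a set limit, 3 SD over mean compound inhibition, cut at about 8.4% in these data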;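 further: 0% = DMSO-only wells with no growth and 100% = 10 µM 1-NA-PP1 full growth; inhibition rescues growth on 5-FOA so higher OD means more RAM inhibition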
TLR4 MyD88 comp – inhibitors of TLR4-MyD88 association in cells, primary screen, cell-based, HeLa CL3-4, BLA complementation, FRET ratio; Toll-like receptor 4 (Homo sapiens) + Myeloid differentiation primary response protein …; HeLa CL3-4 TLR4/MyD88 BLA complementation; inhibition, % at 8.4 µM; 200,000 tested, 0.18% active; AID 861, 2007; in the data active means inhibition above about 25%;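 further: 0% = vehicle and 100% = reference inhibitor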
Target sequence (O00206 whole entry, looked up): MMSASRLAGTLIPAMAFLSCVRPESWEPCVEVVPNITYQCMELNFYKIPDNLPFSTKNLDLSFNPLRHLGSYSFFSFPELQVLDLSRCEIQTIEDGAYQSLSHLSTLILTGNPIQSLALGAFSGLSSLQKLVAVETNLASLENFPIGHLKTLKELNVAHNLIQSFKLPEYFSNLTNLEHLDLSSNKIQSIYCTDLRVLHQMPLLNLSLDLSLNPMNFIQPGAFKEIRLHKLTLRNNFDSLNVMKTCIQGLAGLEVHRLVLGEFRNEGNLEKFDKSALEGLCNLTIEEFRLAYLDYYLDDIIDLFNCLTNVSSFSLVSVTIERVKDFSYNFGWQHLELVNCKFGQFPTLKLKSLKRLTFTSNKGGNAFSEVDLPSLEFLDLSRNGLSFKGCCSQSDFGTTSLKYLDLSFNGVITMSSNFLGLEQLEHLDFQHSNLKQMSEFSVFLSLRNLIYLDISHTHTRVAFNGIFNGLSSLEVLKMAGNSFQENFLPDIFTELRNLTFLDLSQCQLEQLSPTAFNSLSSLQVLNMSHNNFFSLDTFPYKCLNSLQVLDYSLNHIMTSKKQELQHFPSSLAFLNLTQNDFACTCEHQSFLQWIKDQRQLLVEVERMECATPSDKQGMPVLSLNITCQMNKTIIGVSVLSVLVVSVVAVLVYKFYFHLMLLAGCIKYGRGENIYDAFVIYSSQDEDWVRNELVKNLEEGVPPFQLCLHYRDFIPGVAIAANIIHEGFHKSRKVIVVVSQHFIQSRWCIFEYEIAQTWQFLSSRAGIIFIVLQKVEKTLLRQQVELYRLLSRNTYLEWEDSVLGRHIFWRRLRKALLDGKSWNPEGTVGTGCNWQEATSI
Target sequence (Q99836 whole entry, looked up): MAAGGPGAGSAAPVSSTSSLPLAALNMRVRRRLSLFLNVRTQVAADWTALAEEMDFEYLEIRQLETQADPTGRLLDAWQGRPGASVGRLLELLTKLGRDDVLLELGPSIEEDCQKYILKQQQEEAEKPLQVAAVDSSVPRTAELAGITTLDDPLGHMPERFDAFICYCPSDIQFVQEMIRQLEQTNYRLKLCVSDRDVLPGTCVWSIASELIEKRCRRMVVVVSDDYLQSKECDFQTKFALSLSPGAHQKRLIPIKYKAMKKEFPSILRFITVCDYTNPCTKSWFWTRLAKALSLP
Diaphorase act – compounds boosting diaphorase resazurin reduction – biochemical, uHTS, resorufin fluorescence, counter-screen for diaphorase-coupled primary assays, primary screen; Diaphorase/resazurin coupled assay, 16 min; active compounds read high; 1 = vehicle wells, 0 = NADH-free wells; activation factor at 20 µM; 190,000 tested, 0.005% active; AID 1229, 2008;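 active means diaphorase activity raised at least twofold by the compound at 20 µM; inactive means activation factor below 2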
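Measured by – red resorufin fluorescence at 544/590 nm excitation/emission · Test system – Clostridium kluyveri diaphorase, purified enzyme · Incubation – reaction time 16 min, room temperature · Buffer or medium – 50 mM HEPES pH 7.4 with 4.542 mM MgCl2, 0.005% Tween 20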
Numbers without * were called inactive; nt = not tested or not shown. Unless noted, no stated cut-off is given here; in the data, active means inhibition above about 50%; inactive means the rest. The order is random; any-hit rate near 12%.

SMILES	S1P3 antagonist	PMI act satM6P	Hsp70 act	G6PDH counter	Diaphorase inh	Lmaj promast	PMI act	DTT redox prof	RAM network inh	TLR4 MyD88 comp	Diaphorase act
Cc1ccc(NC(=O)CS(=O)CC(=O)Nc2ccc(N3CCOCC3)cc2)cc1Cl (stereo unspecified)	-39.4	1.1	-0.4	9.5	-19.7	2.8	1.1	-0.1	2.6	7.4	1.2
COc1ccc(-c2nc3c4c(ncn3n2)-c2ccccc2CC42CCCC2)cc1	1.2	0.9	-0.2	5.5	10.9	9.0	0.8	0.6	6.4	2.9	0.9
CC1CCN(C(=O)CC2C(=O)Nc3c2c(=O)n(C)c(=O)n3Cc2ccccc2)CC1 (stereo unspecified)	nt	1.7	0.0	4.6	-10.0	-8.3	1.4	0.9	-0.7	-8.2	1.1
Nc1c(C(=O)NCCc2ccccc2)sc2nc(N3CCOCC3)c3c(c12)CCCC3	-6.9	0.9	-0.3	2.8	21.2	15.4	1	-1.1	2.2	0.4	0.8
CCCCCCOC(=O)C(C#N)c1nc2ccccc2nc1N1CCOCC1 (stereo unspecified)	-25.1	1	-0.3	0.4	-2.7	22.2	1	-0.9	8.0	2.3	1
COc1ccc(O)c(C(=O)c2cnc3onc(C(C)C)c3c2)c1	nt	1	-0.2	1.7	3.7	-0.7	1	-0.1	0.7	4.0	1
O=[N+]([O-])c1cccnc1NCCc1ccccc1	9.1	1	0.2	9.7	2.5	-5.1	1	-1.3	0.6	-18.6	1
N#CC1=C(N)OC2=C(CC/C2=C\c2ccccc2)C1c1ccccc1 (stereo unspecified)	nt	0.7	-0.3	-1.2	7.1	100.5*	0.8	1.1	3.0	12.7	0.9
CCOC(=O)CN(C(=O)CCC(=O)Nc1cc(C)on1)C(C(=O)NC1CCCC1)c1cccnc1 (stereo unspecified)	nt	1	-0.2	2.7	2.5	-4.8	1	2.3	0.8	0.5	1
Cc1ccc2cc(C)c3nnc(SCC(=O)c4cccs4)n3c2c1C	2.1	1	-0.4	0.9	6.1	0.7	1	0.2	2.4	10.4	0.9
CCCCn1c(=O)[nH]c(=O)c2c1nc(-c1ccc(C(F)(F)F)cc1)n2C	-5.8	1	-0.1	8.8	4.6	14.7	1.1	-0.8	1.8	-1.0	1
Cc1cc(NC(=O)c2cccc(C(=O)Nc3cc(C)on3)n2)no1	-19.4	1	-0.2	1.0	-8.1	6.0	1	1.9	3.6	-1.5	1.1
CCn1cc(C=O)c2cc(S(=O)(=O)N3CCOCC3)ccc21	-1.0	0.9	-0.4	1.1	13.1	-5.3	1	0.1	1.6	-21.1	0.9
COc1ccc(C2(CNC(C)=O)CCOCC2)cc1OC	-24.7	1	0.1	6.3	19.4	-2.2	0.9	-1.2	0.8	-18.5	0.8
Cc1nnc2sc(SCc3cccc(Cl)c3)nn2c1=O	-13.0	1	-0.1	-1.0	4.0	-10.4	1.1	-0.1	1.8	5.7	1
Cc1nn(-c2ccccc2)c(N2CCCC2)c1/C=C1\N=C(c2ccc(OC(C)C)cc2)OC1=O	5.8	0.9	-0.1	-24.2	16.6	-3.8	0.8	2.8	8.1	1.6	0.8
Cc1ccc(S(=O)(=O)CCc2nnc(N)s2)cc1C	nt	1.1	-0.3	0.8	5.7	-4.0	1.1	-0.2	0.8	-20.4	0.9
NC(=O)CSc1nnc(-c2ccc(S(=O)(=O)N3CCCC3)cc2)o1	nt	1.2	0.0	-0.3	4.6	-1.9	1.2	-0.4	2.9	-1.0	1
CCOC(=O)c1c(-c2ccc(C)o2)csc1NC(=S)NC(=O)c1cccs1	-7.9	0.7	-0.3	9.9	28.8	74.6*	0.8	0.1	6.0	-7.3	0.7
COc1ccc(NS(=O)(=O)c2ccc(C)c(NC(=O)c3ccc(C)c(S(=O)(=O)N4CCOCC4)c3)c2)cc1	-15.4	0.8	-0.2	8.3	50.4*	-0.9	0.7	-0.1	6.4	-6.5	0.5
Cc1ccc(NC(C(N)=O)c2c(C)[nH]c(=O)[nH]c2=O)cc1 (stereo unspecified)	3.4	0.9	-0.4	5.7	10.6	-4.0	0.8	0.5	-0.7	2.1	0.9
Cc1ccc(C)c(NC(=O)c2cc3ccccn3n2)c1	nt	0.9	-0.2	-18.1	18.9	0.9	0.9	-0.8	2.5	-8.3	0.8
COC(=O)[C@H](Cc1ccccc1)NC(=O)O[C@@H]1C(=O)c2cc(Br)ccc2O[C@H]1c1cccc(OC)c1	3.3	0.9	0.2	6.0	21.8	-2.5	0.9	0.6	6.0	0.8	0.8
COc1ccc(-c2ccc(C#N)c(SCC(=O)Nc3sc4c(c3C#N)CCC4)n2)cc1OC	nt	1	-0.3	2.3	-2.8	-7.7	1	0.2	0.5	-1.8	1
COc1c(Br)cc(Br)cc1C(=O)O	1.2	1	-0.4	-1.1	-1.7	-1.5	0.9	0.4	1.1	-11.9	1

Next section (2 carried over from the part before).
SMILES	S1P3 antagonist	PMI act satM6P	Hsp70 act	G6PDH counter	Diaphorase inh	Lmaj promast	PMI act	DTT redox prof	RAM network inh	TLR4 MyD88 comp	Diaphorase act
COc1ccc(-c2ccc(C#N)c(SCC(=O)Nc3sc4c(c3C#N)CCC4)n2)cc1OC	nt	1	-0.3	2.3	-2.8	-7.7	1	0.2	0.5	-1.8	1
COc1c(Br)cc(Br)cc1C(=O)O	1.2	1	-0.4	-1.1	-1.7	-1.5	0.9	0.4	1.1	-11.9	1
Cc1ccc(NC(=O)c2cc(-c3ccco3)nc3ccccc23)cc1S(=O)(=O)N1CCOCC1	-0.9	1.2	-0.1	-0.3	28.1	22.8	1.1	0.1	1.9	-8.1	0.7
C/C(=C\C(=O)O)CC(=O)O	nt	1.1	-0.5	12.4	4.9	0.1	1.1	0.0	1.8	2.8	1
COc1ccc(OC)c(NC(=O)Cn2c(=O)oc3ccccc32)c1	-12.9	1	-0.4	2.1	9.1	-5.0	1.1	0.3	3.5	-8.4	0.9
COc1ccc2cc(C(c3nnnn3C3CCCC3)N3CCc4ccccc4C3)c(=O)[nH]c2c1 (stereo unspecified)	-16.8	1.2	-0.2	16.9	55.7*	82.1*	1	-0.2	2.6	-2.1	0.4
Cc1cc(N2CCN(C)CC2)nc2ccc(NC(=S)N3CCOCC3)cc12	6.0	0.8	0.1	-9.6	-9.5	6.8	0.9	-0.4	-0.2	9.6	1.1
COC(=O)c1ccc(C2C(C(=O)Nc3ccc(C)cc3C)=C(C)Nc3ncnn32)cc1 (stereo unspecified)	-19.1	1	nt	13.1	4.0	-1.8	1.1	-2.1	1.1	nt	1
COCCNC(=O)C(c1ccc(F)cc1)N(CCOC)C(=O)CCC(=O)Nc1nccs1 (stereo unspecified)	-58.9	0.9	-0.3	2.4	12.3	-1.0	0.9	-0.7	0.7	-5.8	0.9
COc1cccc(OC)c1C(=O)Nc1cccc(-c2nc3ccccc3[nH]2)c1	-25.5	0.8	0.1	10.6	11.8	17.1	0.9	-0.1	1.6	12.5	0.9
CCOc1ccc(NC(=O)NC2CCOC(C)(C)C2)cc1 (stereo unspecified)	-0.8	0.9	-0.5	0.2	16.0	9.7	1	2.7	0.3	2.5	0.8
Cn1c(CN2CCN(C(=O)c3ccccc3Cl)CC2)nc2cc([N+](=O)[O-])ccc21	-9.4	0.9	-0.3	3.1	14.3	-4.0	1	-0.6	0.2	-6.6	0.9
O=C(CSc1nc2c(c(=O)n1-c1ccc(Cl)cc1)SCC2)N1CCCC1	nt	1	0.0	2.2	19.6	-8.7	1	0.1	-1.5	-6.3	0.8
COc1ccc(CCNC(=O)c2cc(-c3ccccc3OC)on2)cc1OC	18.0	1	-0.2	2.0	22.3	-7.8	1	2.1	4.2	-17.7	0.8
CN(c1ccccc1C(=O)NC1CC2CCC1C2)S(=O)(=O)c1ccccc1 (stereo unspecified)	8.4	1.1	-0.3	2.9	-3.5	42.3	1.1	-0.8	-1.5	6.2	1
CC1=C/C(=N\NC(=S)NCc2ccccc2)CC1	1.2	0.9	0.3	6.6	8.8	-1.8	0.9	-0.4	2.5	-2.4	0.9
CN(CC(=O)Nc1ccc(Cl)cc1)S(=O)(=O)c1cccc2cccnc12	-4.8	1	-0.4	0.3	4.3	16.0	1	-1.3	-0.6	-9.1	1
Cc1nnc(SCC(=O)NC2CCCc3ccccc32)n1-c1ccccc1 (stereo unspecified)	-0.2	1.1	-0.5	0.6	10.4	-1.7	1	-0.1	0.7	-17.9	0.9
CC(C)CNS(=O)(=O)c1ccc(CCC(=O)N2CCN(c3ccccc3)CC2)cc1	8.2	0.9	-0.3	9.6	21.4	7.5	0.8	-1.5	3.2	-4.2	0.8
COc1ccc(NS(=O)(=O)c2cc(NC(=O)c3nn(C)c(=O)c4ccccc34)ccc2OC)cc1	-7.2	0.9	-0.1	8.9	11.7	8.3	0.8	-0.1	3.8	-1.1	0.9
CC(C)(C)NC(=O)CN(Cc1ccc(F)cc1)C(=O)Cn1nnc(-c2ccc(F)cc2)n1	-3.6	1	-0.6	19.8	22.9	3.6	1	0.1	1.6	5.0	0.8
COc1ccc(CCn2c(C)cc(C(=O)CCl)c2C)cc1OC	14.9	1.1	-0.3	6.9	6.9	88.6*	1.1	0.0	2.5	9.9	0.9
COC(=O)[C@@H]1C(c2c(OC)cc(OC)cc2OC)=NO[C@H]1C(=O)OC	-4.7	1	-0.3	3.6	4.4	-3.4	0.9	-0.3	-0.1	-11.9	1
